# Compound activity as filed in PubChem BioAssay.
# 12-LOX inh – blocks human arachidonate 12S-lipoxygenase; Potency, µM (doses to about 108 µM), for the others: top-dose activity change, negative = inhibition, most hits filed as inhibitors; 1.1% of 580,000 active; AID 1671190; purified 12hLO, xylenol orange hydroperoxide absorbance; P18054; active = well fitted inhibition curve with a large enough effect; inconclusive = small, poorly fitted or top-dose-only effect, or another doubt; inactive = no such curve, though single readings can be large or run the other way
# Target sequence (P18054 whole entry, looked up): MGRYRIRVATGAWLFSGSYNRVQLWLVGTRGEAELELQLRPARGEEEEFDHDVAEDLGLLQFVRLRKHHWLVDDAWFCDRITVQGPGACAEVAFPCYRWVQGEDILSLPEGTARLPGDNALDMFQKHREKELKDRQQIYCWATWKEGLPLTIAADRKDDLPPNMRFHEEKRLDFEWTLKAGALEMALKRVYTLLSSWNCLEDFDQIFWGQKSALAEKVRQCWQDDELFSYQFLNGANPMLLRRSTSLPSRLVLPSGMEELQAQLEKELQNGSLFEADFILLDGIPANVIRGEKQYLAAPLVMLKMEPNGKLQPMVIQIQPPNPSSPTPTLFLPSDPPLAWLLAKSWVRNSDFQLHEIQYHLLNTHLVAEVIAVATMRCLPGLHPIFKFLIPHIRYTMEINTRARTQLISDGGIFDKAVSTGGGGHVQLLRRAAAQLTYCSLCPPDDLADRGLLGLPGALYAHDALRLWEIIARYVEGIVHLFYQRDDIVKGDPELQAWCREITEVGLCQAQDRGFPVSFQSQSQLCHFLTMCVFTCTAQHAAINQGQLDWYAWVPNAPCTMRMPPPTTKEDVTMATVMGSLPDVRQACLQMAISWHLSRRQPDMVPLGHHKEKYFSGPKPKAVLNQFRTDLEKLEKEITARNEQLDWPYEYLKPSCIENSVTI
#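 Purified human 12hLO (150 nM final) in 25 mM Hepes, 0.01% Triton X-100, pH 7.0 was preincubated 15 min at room temperature with compound. Then 40 uM arachidonic acid was added, 30 min. Hydroperoxide was read by Fe-XO absorbance ratio 573/405 nm.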
# Starred values were filed as active, the others as inactive; ? = inconclusive; [ ] = another dose, or the depositor's remark. % is scaled to controls: 0 for no effect and ±100 for the full control effect; potency is read from the fitted curve at half-maximal effect. The list is partial; the hit share may differ from the screen's.
12-LOX inh | SMILES
8% | COc1ccc(-c2noc([C@@H]3CCCN3C(=O)c3cc(Cl)ccc3F)n2)cc1OC
47%[activator] | Cn1cc(CN2CCN(C(=O)c3ccsc3)CC2)ccc1=O
50%[activator] | Cc1ccc(C2Cn3nnc(-c4noc(CNC(=O)c5ccccc5)n4)c3CO2)cc1 (stereo unspecified)
2% | CCOc1ccccc1C(=O)NC1CC(=O)N(CCc2ccc(F)cc2)C1 (stereo unspecified)
68%[activator] | CSc1ccc(-c2noc(-c3nnn4c3COC(c3ccc(C)cc3C)C4)n2)cc1 (stereo unspecified)
10% | CCCNC(=O)N1CCC(c2noc(COc3ccc(F)cc3)n2)C1 (stereo unspecified)
-4% | Cc1ccc(-c2nnc(C3CN(C(=O)c4cccc(Cl)c4)CC34CCOCC4)o2)cc1 (stereo unspecified)
? | Cc1cc2nc3n(c(=O)c2n1CC(=O)Nc1ccc(F)c(F)c1)CCCCC3
32%[176 µM] | CC=O
32% | CCNC(=O)N(C1CC1)C1CCOC2(CCN(C(=O)c3cccc4nccnc34)CC2)C1 (stereo unspecified)
49%[activator][176 µM] | O=C1C[C@@H]2CCN(C(=O)COc3ccccc3)C[C@@H]2CCN1Cc1cccnc1
? | COc1cc(NC(=O)CN2C(=O)NC3(CCC(C(C)(C)C)CC3)C2=O)cc(OC)c1OC (stereo unspecified)
9%[176 µM] | Cc1noc2c(N(C)C)cc(-c3cccs3)nc12
9%[176 µM] | COC(=O)[C@H]1CN(C(=O)N2CCOCC2)CCN1C(=O)c1cccnc1
7% | Cn1nccc1C(O)c1cc2n(n1)CCN(CC(=O)NCc1ccco1)C2 (stereo unspecified)
24% | CCNC(=O)N1CCC(c2ncc(C)n2C(C)C)C1 (stereo unspecified)
19% | C=CCNC(=O)c1coc(COc2ccc3ccc(OC)cc3c2)n1
11% | Cc1ccccc1CC(=O)Nc1ccc2ncnc(N3CCCCC3)c2c1
63%[activator] | O=C(COc1ccc(F)cc1)N1CCC(n2cc(-c3nc(-c4ccccc4)no3)nn2)CC1
? | Nc1cc(C(F)(F)F)c(-c2cc(N3CCOCC3)nc(N3CCOCC3)n2)cn1
-9% | O=C(NCCCN1CCCC1=O)c1csc(N2CCN(c3ccc(F)cc3)CC2)n1
? | O=C(C[C@@H]1CCNC[C@@H]1Cc1cc(-c2ccccc2)on1)N1CCc2ccccc2C1
-1% | CC(C)c1noc(-c2cn(C3CCN(C(=O)c4ccoc4)CC3)nn2)n1
-5% | CCC(=O)N1CCC(Cc2nc(-c3ccccc3)n[nH]2)CC1
-2%[176 µM] | O=C1Nc2ccccc2CC12CCN(Cc1cncs1)CC2
51%[activator][176 µM] | CC(C)NC(=O)C1CCCN(c2nc3ncccc3o2)C1 (stereo unspecified)
10%[6.33 µM] | O=C1NCc2ccccc2CC12CCN(Cc1ccc(F)cc1)CC2
27% | CS(=O)(=O)N1CCC(CC(=O)Nc2cccc(F)c2)C1 (stereo unspecified)
27% | O=C(NCCCc1ccccc1)C1CCCN(c2nc3ncccc3o2)C1 (stereo unspecified)
11% | COc1ccc(CNC(=O)N2CC3ON=C(c4ccccc4C)C3C2)cc1 (stereo unspecified)
65%[activator][176 µM] | O=C(Nc1ccc(F)cc1)N1CC[C@H]2CC(=O)N(c3ccccc3)CC[C@H]2C1
? | CCCC1(CO)CCCN(Cc2nnc(-c3cccc(F)c3)o2)C1 (stereo unspecified)
5%[176 µM] | COc1cccc(Nc2ccc3c(n2)C(C)(C(=O)NCCc2cnc[nH]2)CN(C)C3)c1 (stereo unspecified)
55%[activator] | Cc1ccccc1C(=O)N(C)CC1CCOCC1
8% | CCn1ncc(CN2CCC(N3C(=O)C4(CCCC4)C3c3scnc3C)CC2)c1C (stereo unspecified)
68%[activator][176 µM] | Cc1ccc(CN2CC[C@@H]3[C@H]2C(=O)NC[C@H](CCC(=O)N2CCN(C)CC2)N3C)cc1

# A stretch taken from the entries so far, as a working copy:
12-LOX inh | SMILES
? | O=C(C[C@@H]1CCNC[C@@H]1Cc1cc(-c2ccccc2)on1)N1CCc2ccccc2C1
-1% | CC(C)c1noc(-c2cn(C3CCN(C(=O)c4ccoc4)CC3)nn2)n1
-5% | CCC(=O)N1CCC(Cc2nc(-c3ccccc3)n[nH]2)CC1
-2%[176 µM] | O=C1Nc2ccccc2CC12CCN(Cc1cncs1)CC2
51%[activator][176 µM] | CC(C)NC(=O)C1CCCN(c2nc3ncccc3o2)C1 (stereo unspecified)
10%[6.33 µM] | O=C1NCc2ccccc2CC12CCN(Cc1ccc(F)cc1)CC2
27% | CS(=O)(=O)N1CCC(CC(=O)Nc2cccc(F)c2)C1 (stereo unspecified)
27% | O=C(NCCCc1ccccc1)C1CCCN(c2nc3ncccc3o2)C1 (stereo unspecified)
11% | COc1ccc(CNC(=O)N2CC3ON=C(c4ccccc4C)C3C2)cc1 (stereo unspecified)
65%[activator][176 µM] | O=C(Nc1ccc(F)cc1)N1CC[C@H]2CC(=O)N(c3ccccc3)CC[C@H]2C1
? | CCCC1(CO)CCCN(Cc2nnc(-c3cccc(F)c3)o2)C1 (stereo unspecified)
5%[176 µM] | COc1cccc(Nc2ccc3c(n2)C(C)(C(=O)NCCc2cnc[nH]2)CN(C)C3)c1 (stereo unspecified)
55%[activator] | Cc1ccccc1C(=O)N(C)CC1CCOCC1
8% | CCn1ncc(CN2CCC(N3C(=O)C4(CCCC4)C3c3scnc3C)CC2)c1C (stereo unspecified)
68%[activator][176 µM] | Cc1ccc(CN2CC[C@@H]3[C@H]2C(=O)NC[C@H](CCC(=O)N2CCN(C)CC2)N3C)cc1

# Later entries
12-LOX inh | SMILES
126%[activator][176 µM] | COC(=O)[C@@H]1Cc2ncn(Cc3ccc(OC)cc3)c2CN1Cc1ccc(OC)cc1
-14% | O=C(Nc1ccc(Oc2ccccc2)cc1)O[C@@H]1CO[C@H]2[C@@H]1OC[C@@H]2Nc1nccc(-c2cccs2)n1
-15% | CCNC(=O)N1CCN(c2ccc(N3CCN(Cc4ccccc4)[C@H](C)C3)c(C)c2)[C@H](C)C1
-13% | Cc1ccc(NC(=O)c2ccc3c(c2)N(C)C2CCCCN2C3=O)cc1F (stereo unspecified)
12% | CN1C(=O)c2cccn2CC1CNC(=O)c1cn[nH]c1-c1ccccc1 (stereo unspecified)
-20% | COc1ccc(C(=O)N2C[C@@H]3OCC(=O)N(Cc4ccc(OC(F)(F)F)cc4)[C@@H]3C2)cc1
4% | CCc1[nH]c2ccc(CNC(=O)C3CC(=O)Nc4ccccc43)cc2c1C (stereo unspecified)
13%[6.33 µM] | COc1ccc(N2CC3CCC(C2)N3[S+](C)(=O)[O-])cc1
-25%[176 µM] | O=C(c1cnccn1)N1CCc2c(n(Cc3ccccc3)n(-c3ccccc3)c2=O)C1
16% | CCOCCn1c(=O)[nH]c2cc(C(=O)N(C)Cc3nccs3)ccc21
8% | COc1ccc(-n2cc(CN3CCN(C)C(C)C3)c(-c3cccc(F)c3)n2)cc1 (stereo unspecified)
2% | Cn1c(Cn2ccnc2)nnc1C1CCCN(C(=O)CSCC2CC2)C1 (stereo unspecified)
26% | CC(C)NC(=O)[C@@H]1C[C@@H](NC(=O)c2ccon2)CN1Cc1cccnc1N
29% | Cc1noc(-c2cccn3c(CNC(=O)Cc4cccc(F)c4)nnc23)n1
102%[activator] | COC(=O)[C@@H]1Cc2c([nH]c3ccccc23)[C@H]2C[C@@H](NCCCn3ccnc3)C[C@@H](c3ccc(Cl)c(F)c3)N21
-1% | CC(C)c1ccc(CNC(=O)c2noc(-c3ccc4c(c3)OCO4)n2)cc1
20% | O=C([C@@H]1C[C@H](F)CN1S(=O)(=O)c1ccccc1F)N1CCc2ccccc2C1
5% | COCc1cc(=O)n(CC(=O)Nc2cccc(OC)c2)c(N2CCOCC2)n1
-7% | O=C(Nc1ccccc1F)N1CC(=O)N2[C@H](CO)[C@H](c3ccc(Br)cc3)[C@@H]2C1
? | COc1ccc(-c2nc(C3CC3)nc3c2CCN(C(=O)c2ccc4c(c2)OCO4)CC3)cc1
3% | CCN1C(=O)C2(CCN(C(=O)c3c(C)noc3C)CC2)c2ccccc21
36%[activator][176 µM] | COc1ccc(-c2cc(C(=O)NCc3cccnc3)c3c(c2)N(C)CCO3)cn1
2%[6.33 µM] | O=C(C1CCCC1)N1CC2(CCCCN2C2COC2)Cc2ccccc21 (stereo unspecified)
8% | COc1ccc2[nH]c3c(c2c1)CCNC31CCN(C(=O)CC(C)C)CC1
9% | COc1ccccc1OCc1nnc(C(=O)N2CCC[C@@H]2C(c2ccccc2)c2ccccc2)n1-c1ccccc1
225%[activator] | OC[C@@H]1CN(Cc2cccc3[nH]ccc23)C[C@H]1c1ccncc1
? | O=C(C1CC1)N1CC[C@@H](Cn2c(-c3ccc(-c4ccc5occc5c4)cc3)nc3cnccc32)C1
14% | CO[C@@H]1COCC[C@H]1NC(=O)c1ncc[nH]c1=O
28% | O=C(Cc1ccc2c(c1)OCO2)NCc1cccnc1N1CCOCC1
29% | CCc1noc(-c2cn(C3CCN(C(=O)c4ccoc4)CC3)nn2)n1
39%[activator] | O=C1NC2(CCCN(C(=O)c3ccc(C(F)(F)F)cc3)C2)COc2ccccc21 (stereo unspecified)
13% | COc1cccc(CC(=O)NC2CCN(c3cn[nH]c(=O)c3)CC2)c1
11% | COC(=O)C1=C(C)N=C2SC=C(CC(=O)N3CCCC(C(N)=O)C3)N2C1c1cccc(Cl)c1 (stereo unspecified)
24% | O=C(c1ccccc1F)N1CCn2c(nn(-c3ccc([N+](=O)[O-])cc3)c2=O)C1
21% | CC(=O)Nc1cccc(C(=O)N2CCC3(CC2)N=C(c2ccc(C)cc2)NO3)c1
21% | CCCCOc1ccc(C(=O)N2CCC[C@H]2c2nc(-c3ccc(OC)c(OC)c3)no2)cc1
-1% | Cc1noc(C)c1Cc1c(C(=O)NC2CCc3n[nH]c(=O)n3CC2)noc1C (stereo unspecified)
8%[176 µM] | COCC(=O)NC[C@H]1OC[C@@H](NC2CCN(C)CC2)[C@@H]1O
51%[activator] | Cc1cc(F)ccc1NC(=O)CCC1CCCN(C(=O)c2ccc(Cl)s2)C1 (stereo unspecified)
-7% | O=C(CN1C(=O)NC(c2ccccc2Cl)C2=C1COC2=O)Nc1cccc(C(F)(F)F)c1 (stereo unspecified)
6% | CCCN1CCN(C(=O)C2CCc3ncc(-c4ccc(F)cc4)n3C2)CC1 (stereo unspecified)
-3% | CC(C)CCN1CC2(CCCN(C(=O)c3ccn(C)c(=O)c3)C2)CCC1=O (stereo unspecified)
38% | O=C(NCCc1noc(-c2ccccc2)n1)c1ccc(Cl)s1
4%[176 µM] | Cc1ccsc1-c1[nH]nc2ncc(-c3ccnn3C)nc12
4% | Cc1ccc(-c2ccc(CCC(=O)N[C@@H]3CCOC[C@H]3OCC(=O)O)o2)cc1
1%[176 µM] | C#CCNC(=O)C[C@@H]1C[C@@H](C(C)C)[C@H](CNS(=O)(=O)Cc2ccccc2)C=C1C
18% | Cc1cn2nnc(C(=O)NC(C)CCc3ccccc3)c2c(=O)[nH]1 (stereo unspecified)
1%[176 µM] | COc1ccc(NC(=O)c2ccc3c(c2)OCCN(c2ccccc2)C3)c(F)c1
-11% | CCC(C)NC(=O)c1ccc2c(c1)CC(=O)N2C (stereo unspecified)
1%[6.33 µM] | COc1cccc(N2C(=O)NC(=NC3CCCC3)C23CCN(CCC(C)C)C3)c1 (stereo unspecified)
5% | CCN1C(=O)CCN(Cc2cccc(OC(F)(F)F)c2)CC12CCOCC2
5% | O=C(O)c1cccc(C(=O)N2C[C@@H]3C[C@H](C2)c2ccc(NC(=O)c4ccco4)c(=O)n2C3)c1
6% | Cc1nc(-c2ccccc2)n(Cc2nc(-c3ccc(OC(C)C)cc3)oc2C)c(=O)c1CCO
-1% | Cc1cccc(C(=O)N2C(C(=O)NCC(C)C)COC23CCN(C(=O)C(C)(C)C)CC3)c1 (stereo unspecified)
-1%[6.33 µM] | COc1ccc(CN2CCC3(CC2)Cc2ccccc2CNC3=O)cc1
-8% | CN(C)C(=O)c1cccnc1OC1CCN(C(=O)c2cccc(Cl)c2)C1 (stereo unspecified)
34%[activator][176 µM] | Cc1ccc(NC(=O)N2Cc3[nH]cnc3C[C@H]2c2nc(C(C)C)no2)cc1
9% | Cc1nc(-c2ccccc2OC2CN(S(=O)(=O)Cc3ccccc3)C2)no1
-20% | COC(=O)[C@]12C[C@H](CC(=O)NCC3CCCCC3)C(=O)N(CCc3ccc(OC)c(OC)c3)C1=C[C@H](C(C)(C)C)O[C@@H]2C
21% | CC(C)(C)C(=O)N1CCCC(c2nn(-c3cccc(Cl)c3)c(=O)[nH]2)C1 (stereo unspecified)

# Carrying on.
12-LOX inh | SMILES
0% | CC(C)C[C@@H]1N[C@H](C(=O)O)Cc2cn(Cc3ccncc3)c3cccc1c23
? | N#Cc1cc(NC(=O)Nc2nnc(-c3ccncc3)s2)ccc1-c1cn[nH]c1
0% | N#Cc1ccc(C(=O)NC2CCc3n[nH]c(=O)n3CC2)cc1 (stereo unspecified)
? | COc1ccc(NC(=O)O[C@@H]2CO[C@H]3[C@@H]2OC[C@@H]3NC(=O)c2ccco2)cc1
-17%[176 µM] | O=C1CC2CCCC(C1)N2C(=O)c1ccc2ccccc2n1
8% | Nc1ncnc(N)c1NC(=O)c1ccccc1
2% | CN(C)C[C@@H]1CN(S(C)(=O)=O)C[C@H]1NC(=O)c1ccc(Cl)cc1
32%[activator] | COc1cccc(-c2cn3c(n2)N(C(=O)Cc2cccs2)CCC3)c1
5%[176 µM] | COc1ccc(CN2C(=O)[C@@H]3C[C@@H](O)CN3C3(CN(Cc4cccnc4)C3)C2=O)cc1
17% | Cc1ccc(C(=O)Nc2ccc3ncnc(N4CCCC4)c3c2)s1
14% | CCN1C(=O)C2CC3(CCN(Cc4cn[nH]c4-c4cccs4)CC3)CN2C1=O (stereo unspecified)
39% | CS(=O)(=O)N1CCCN(C(=O)c2ccncc2)CCNC(=O)CC1c1ccccc1 (stereo unspecified)
16% | Cc1ccc(-c2ccc3nnc(CNC(=O)Cc4cccc(Cl)c4)n3n2)cc1
